BH1578 lux ind – induces V. cholerae light production without autoinducers. V. cholerae BH1578 lux reporter, luminescence, 6 h. activation, % at 18.7 µM. 350,000 compounds, 0.16% hits; in the data active = activation mostly above about 9.7%, no sharp cut-off; inconclusive = no clear call, values can overlap the other calls; inactive = mostly below about 3.7%; note: not every result past the cut was called active; inactives centre near 0; reference of the scale not given here
SSB-PriA inh – inhibitors of Klebsiella pneumoniae PriA binding to SSB C-terminal tail; AlphaScreen SSBct-PriA binding, biotinylated peptide; inhibition, % at 33 µM; 430,000 compounds, 0.6% hits; AID 1272365; in the data active = inhibition mostly above about 37%, no sharp cut-off; inactive = mostly below about 20%;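 note: plate controls were negative control peptide for no effect and reference peptide for full effect; strong numbers were not always called active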
MazEF act – activators of E. coli MazEF toxin-antitoxin RNase; P0AE70; FAM/BHQ RNA-DNA oligo cleavage fluorescence, 5 h; activation, % at 20 µM; 350,000 compounds, 0.32% hits; AID 504720; in the data active = activation above about 50%
Target sequence (P0AE70 whole entry, looked up): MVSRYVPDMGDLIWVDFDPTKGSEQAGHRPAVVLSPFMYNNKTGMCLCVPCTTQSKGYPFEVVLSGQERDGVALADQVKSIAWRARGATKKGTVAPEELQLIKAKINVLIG
SARS 3CLpro inh – SARS-CoV 3CLpro protease inhibition | P0C6X7 | recombinant SARS-CoV 3CLpro, quenched FRET peptide cleavage | inhibition, % at 6 µM | 290,000 compounds, 0.14% hits; in the data active = inhibition above about 12%
VHR inh abs – inhibitors of human VHR1 phosphatase (DUSP3); P51452; recombinant VHR phosphatase, pNPP absorbance; inhibition, % at 13.3 µM; 290,000 compounds, 0.52% hits; AID 1654; in the data active = inhibition above about 50%; note: some compounds called inactive have numbers as strong as hits
Target sequence (P51452 whole entry, looked up): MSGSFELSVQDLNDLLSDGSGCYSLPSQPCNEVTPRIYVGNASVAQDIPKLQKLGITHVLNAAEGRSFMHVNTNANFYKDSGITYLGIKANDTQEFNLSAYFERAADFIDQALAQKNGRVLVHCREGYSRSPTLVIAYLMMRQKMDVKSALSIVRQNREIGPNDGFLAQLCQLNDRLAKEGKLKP
Anthrax LF prot – anthrax lethal factor protease inhibition; P15917; multiplex microsphere protease cleavage assay, LF; inhibition, % at 10 µM; 360,000 compounds, 0.12% hits; in the data active = inhibition above about 30%; inconclusive = no clear call, values can overlap the other calls; note: plate controls were buffer without enzyme for full effect and enzyme alone for no effect
Target sequence (P15917 whole entry, looked up): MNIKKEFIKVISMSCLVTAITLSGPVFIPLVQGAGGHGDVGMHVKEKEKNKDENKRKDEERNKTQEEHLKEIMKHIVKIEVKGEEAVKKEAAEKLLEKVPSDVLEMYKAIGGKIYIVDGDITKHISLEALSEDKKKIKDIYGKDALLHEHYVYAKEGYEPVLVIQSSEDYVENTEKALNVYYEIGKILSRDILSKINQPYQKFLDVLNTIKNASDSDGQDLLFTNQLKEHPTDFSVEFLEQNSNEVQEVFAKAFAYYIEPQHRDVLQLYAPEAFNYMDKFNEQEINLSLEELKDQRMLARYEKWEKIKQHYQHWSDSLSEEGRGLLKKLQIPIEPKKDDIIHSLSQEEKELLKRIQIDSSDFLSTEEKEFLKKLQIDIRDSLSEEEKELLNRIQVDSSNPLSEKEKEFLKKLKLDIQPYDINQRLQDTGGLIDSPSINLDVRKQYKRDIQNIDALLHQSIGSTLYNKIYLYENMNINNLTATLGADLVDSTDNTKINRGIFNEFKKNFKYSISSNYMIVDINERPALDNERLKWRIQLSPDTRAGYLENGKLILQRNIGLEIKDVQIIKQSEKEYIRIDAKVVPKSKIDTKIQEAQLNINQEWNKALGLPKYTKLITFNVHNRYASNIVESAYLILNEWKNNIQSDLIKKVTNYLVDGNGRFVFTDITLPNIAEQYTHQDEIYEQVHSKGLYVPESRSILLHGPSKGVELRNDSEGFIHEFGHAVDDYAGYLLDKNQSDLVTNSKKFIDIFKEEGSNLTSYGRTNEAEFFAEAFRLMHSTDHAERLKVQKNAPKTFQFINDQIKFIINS
Rv3671c protease – inhibits the M. tuberculosis serine protease Rv3671c; P9WHR9; inhibition, % at 5.96 µM; 320,000 compounds, 0.048% hits; AID 2606; in the data active = inhibition above about 38%;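 note: extracellular domain of Rv3671c used as enzyme; 0% = enzyme with DMSO and 100% = no enzyme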
Yp Topo-I inh – Y. pestis Topo-I inhibition via cleavage products; activity, % at 10 µM; 360,000 compounds, 0.064% hits; AID 504884; Y. pestis Topo-I cleavage product accumulation, plate reader; in the data active = activity above about 50%, passing the limit was not always enough; inconclusive = no clear call, values can overlap the other calls; note: inactives centre near 2
PfHsp40 yeast – restores yeast growth despite PfHsp40 toxicity; S. cerevisiae expressing PfHsp40, growth rescue, ATP luminescence; growth rescue, % at 12.5 µM; 340,000 compounds, 0.68% hits; AID 504582; in the data active = growth rescue above about 28%, passing the limit was not always enough; inconclusive = no clear call, values can overlap the other calls;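 note: yeast W303a lacking pdr1 and pdr3 grown in galactose medium; growth measured after three days at 30 °C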
TcdB inh – blocks C. difficile toxin B glycohydrolase activity | P18177 | TcdB glycohydrolase enzymatic assay, plate reader | inhibition, % at 9.99 µM | 350,000 compounds, 0.24% hits | AID 652162; in the data active = inhibition above about 10%
Active calls of the source: *; i = inactive; u = inconclusive; x = not tested or not shown; & = joins results of further samples. Not all compounds are listed (hit frequency here may not be typical).

| molecule | BH1578 lux ind | SSB-PriA inh | MazEF act | SARS 3CLpro inh | VHR inh abs | Anthrax LF prot | Rv3671c protease | Yp Topo-I inh | PfHsp40 yeast | TcdB inh |
| --- | --- | --- | --- | --- | --- | --- | --- | --- | --- | --- |
| Cc1c(-c2ccccc2Cl)nc2ccccc2c1C(=O)O | -2.2 | -9 | 8 | -2 | 27 | 13 | 6 | 1 | -0.7 | -0.3 |
| O=C(O)/C=C/C(=O)NCc1ccccc1 | -0.2 | -8 | -6 | -5 | 9 | -2 | 0 | 7 | 0.6 | 0.5 |
| CC(C)C(NC(=O)c1cccc(S(=O)(=O)N2CCOCC2)c1)C(=O)NCc1ccc(Cl)cc1 (stereo not given) | -0.3 | 0 | -8 | x | x | 0 | -5 | 7 | 0.2 | 1.8 |
| O=C1N(S(=O)(=O)c2ccccc2F)C(=O)C2(CCCC2)N1S(=O)(=O)c1ccccc1F | -0.2 | -4 | 14 | 0 | 8 | 0 | 3 | -1 | 0.2 | x |
| O=C(CSc1nnc(-c2ccccc2F)n1C1CCCCC1)Nc1cc(C(=O)O)ccc1Cl | i | 12 | -7 | x | x | -2 | -2 | 8 | 0.7 | -0.1 |
| COc1ccccc1OCCC(=O)Nc1ccc2c(c1)OCO2 | i | -4 | 4 | x | x | x | 12 | 14 | 0.6 | 1.4 |
| Cc1ccc(C)c(C(C)NC(=O)C2CCCC2)c1 (stereo not given) | -4.1 | -3 | 6 | 0 | 8 | -12 | -4 | 0 | 0.4 | 0.0 |
| O=c1c([N+](=O)[O-])cccn1Cc1cccc(Br)c1 | 46* | -6 | 0 | -4 | -9 | -5 | x | -6 | 0.0 | 0.5 |
| O=C(Oc1cccnc1)c1ccccc1[N+](=O)[O-] | -0.5 | 0 | 9 | 20* | -7 | -1 | -2 | -7 | 0.4 | 0.6 |
| COC(=O)c1c(C(=O)OC)c2ccncn2c1Cl | i | -18 | 2 | 6 | 10 | 0 | 2 | -3 | 1.3 | x |
| COc1ccc(OC)c(-c2csc(NC(=O)Cc3cccs3)n2)c1 | 0.3 | 4 | 3 | 3 | 5 | -4 | 0 | -9 | 2.9 | -0.7 |
| Cn1cc([N+](=O)[O-])c(C(=O)NCc2ccco2)n1 | i | 4 | 11 | 0 | -3 | -3 | 5 | 4 | 0.4 | 0.7 |
| Cc1ncc([N+](=O)[O-])n1CC(=O)Nc1ccccc1 | -0.9 | 2 | 6 | 6 | 20 | -3 | 3 | 5 | 1.3 | 0.4 |
| Cc1cccc(NC(=O)COc2cccc3c2CCN(Cc2ccccc2)C3=O)c1C | -0.3 | -4&-7 | 1 | 1 | 7 | 2 | 0 | 25 | 3.6 | -0.5 |
| O=C(O)c1ccccc1OCc1ccccc1Br | -0.3 | -13 | -16 | 5 | 8 | 8 | -4 | 3 | -0.7 | 1.9 |
| OCC[n+]1c2ccccc2nc2ccc(N3CCOCC3)cc21 | -0.6 | 4 | -3 | 4 | 18 | u | -16 | -3 | x | 1.4 |
| CCOC(=O)Nc1ccc(N2CCOCC2)c(S(=O)(=O)N2CCOCC2)c1 | -0.2 | 4 | -6 | -6 | 14 | 0 | -10 | -10 | -0.1 | 1.8 |
| COc1cccc(/C=N/n2c(=S)n(C)c3ccccc32)c1OC | -0.7 | x | -2 | 3 | 27 | -10 | -10 | 2 | -0.3 | x |
| COCCCNC(=O)CSc1nc2ccccc2c(=O)n1Cc1ccc2c(c1)OCO2 | 1.9 | -2 | -2 | 5 | -3 | 1 | -2 | 9 | 1.8 | 0.2 |
| CCN(CC)CCN(C(=O)Cn1nnc(-c2ccc(C)o2)n1)C(C(=O)NC(C)(C)C)c1cccs1 (stereo not given) | -0.5 | -7 | -2 | -4 | 12 | -8 | 1 | 1 | -1.2 | 0.1 |

Ordered by heavy-atom count (rising): three of the compounds above
| molecule | BH1578 lux ind | SSB-PriA inh | MazEF act | SARS 3CLpro inh | VHR inh abs | Anthrax LF prot | Rv3671c protease | Yp Topo-I inh | PfHsp40 yeast | TcdB inh |
| --- | --- | --- | --- | --- | --- | --- | --- | --- | --- | --- |
| Cc1ncc([N+](=O)[O-])n1CC(=O)Nc1ccccc1 | -0.9 | 2 | 6 | 6 | 20 | -3 | 3 | 5 | 1.3 | 0.4 |
| OCC[n+]1c2ccccc2nc2ccc(N3CCOCC3)cc21 | -0.6 | 4 | -3 | 4 | 18 | u | -16 | -3 | x | 1.4 |
| Cc1cccc(NC(=O)COc2cccc3c2CCN(Cc2ccccc2)C3=O)c1C | -0.3 | -4&-7 | 1 | 1 | 7 | 2 | 0 | 25 | 3.6 | -0.5 |

(cont.)
| molecule | BH1578 lux ind | SSB-PriA inh | MazEF act | SARS 3CLpro inh | VHR inh abs | Anthrax LF prot | Rv3671c protease | Yp Topo-I inh | PfHsp40 yeast | TcdB inh |
| --- | --- | --- | --- | --- | --- | --- | --- | --- | --- | --- |
| O=C(CN(CC1CCCO1)C(=O)CNS(=O)(=O)c1ccccc1)NCCc1ccccc1 (stereo not given) | i | 2 | 1 | 1 | 22 | -14 | -1 | 6 | 0.2 | -0.8 |
| O=C(CCCn1c(=O)c2ccccc2n(CC(=O)NCc2ccco2)c1=O)NCc1ccco1 | 0.2 | 1 | 11 | 2 | 0 | 0 | -2 | 3 | 0.2 | x |
| CCO[C@H]1OC(C(N)=O)=C[C@@H](c2coc3ccccc3c2=O)[C@@H]1CCCO | -0.6 | -9 | 4 | -3 | -6 | -3 | -4 | 7 | 13 | 0.6 |
| O=C(Nc1cccs1)Nc1cccnc1Cl | i | 0 | 4 | -2 | -29 | -6 | 3 | -7 | 0.4 | 4.9 |
| Cc1ccc(C(=O)C2(C)N(O)C(C)C(c3cccs3)=[N+]2[O-])cc1 (stereo not given) | 1.7 | -21 | 0 | 4 | 0 | 1 | 3 | 6 | -0.3 | -1.1 |
| COc1ccccc1N(CC(=O)N1CCCC1)S(=O)(=O)c1cc([N+](=O)[O-])ccc1Cl | i | 2 | -1 | x | x | -4 | -1 | 6 | -0.7 | -1.0 |
| Cn1c(N2CCN(C(=O)Nc3ccc(C(F)(F)F)cc3)CC2)nc2ccccc21 | -0.3 | 0 | -1 | 0 | 16 | -5 | 0 | 2 | 0.9 | x |
| CC(=O)N1CCN(S(=O)(=O)c2ccc(C)cc2)C1c1ccc(N(C)C)cc1 (stereo not given) | -0.2 | -14 | 1 | -8 | 32 | -5 | 4 | -14 | 2.9 | x |
| C/C(=N\NC(N)=S)C1(C)CC2(CC(C)(C)OC2=O)C(=O)O1 (stereo not given) | -1.4 | x | 1 | 0 | 20 | -8 | -6 | 5 | x | 0.5 |
| C=CCn1c(SCC(=O)N2CCC(C)CC2)nc2c([nH]c3ccccc32)c1=O | -0.3 | x | 8 | x | x | -6 | x | 8 | x | 1.1 |
| Cc1ccccc1-n1c(SCC(=O)NCc2cccs2)nc2ccccc2c1=O | -0.7 | -7 | -1 | 0 | -3 | 0 | -8 | 5 | -0.3 | x |
| O=C(NC(Cc1ccc(O)cc1)C(=O)O)c1ccc2c(c1)OCO2 (stereo not given) | i | -13 | 10 | x | x | -4 | 3 | -9 | -0.6 | -1.3 |
| O=C(Cn1nnc(-c2ccc(F)cc2)n1)N1CCCCC1 | i | -15 | -2 | 5 | 43 | -1 | 3 | 2 | -0.6 | -0.9 |
| O=C(O)C1CC(=O)n2c(nc3ccccc32)S1 (stereo not given) | -0.1 | 0 | 11 | -3 | -16 | -8 | 11 | -6 | 0.6 | x |
| Cc1ccccc1CS(=O)(=O)CCC(=O)NCCCN1CCN(c2ccccc2F)CC1 | x | -1 | -8 | -1 | 10 | 3 | 12 | 22 | 1.4 | -0.2 |
| C=CCOc1cccc(C(=O)N2CCCC(CCC(=O)NCc3ccccc3F)C2)c1 (stereo not given) | -0.1 | -7 | 4 | 4 | 14 | -3 | 12 | 20 | 0.7 | 0.8 |
| Cc1cc2cc(CNC(=O)COc3ccccc3)ccc2n1C | -0.3 | 24 | -5 | 2 | 21 | -26 | -9 | 6 | -0.4 | 0.9 |
| C=CCc1ccc(OCC(O)CN2CCN(c3ccccc3OC)CC2)c(OC)c1 (stereo not given) | i | 7 | -4 | -8 | x | 5 | -7 | 24 | 0.6 | 1.0 |
| Fc1ccc(-n2nnc(-c3cccnc3Cl)n2)cc1 | i | -10 | -3 | -4 | 3 | 8 | -3 | -7 | -0.1 | -0.5 |
| Cc1cc(C)cc(NC(=O)CCn2c(=S)[nH]c3ccccc3c2=O)c1 | -0.2 | 5 | -18 | -1 | 8 | -1 | 3 | 7 | 0.8 | 0.5 |
| O=C1CSC(=S)N1N=Cc1c[nH]c2ccc(Br)cc12 | -3.0 | x | -31 | x | x | 1 | x | -20 | x | -0.4 |
| Cc1nc2ccccc2c(=O)n1-c1ccncc1 | -0.5 | -9 | 3 | 0 | 8 | -6 | 13 | 6 | -1.3 | 0.2 |
| CC(NC(=O)/C(=C\c1ccco1)NC(=O)c1ccccc1Br)C(=O)O (stereo not given) | i | 1 | -17 | -3 | 16 | -1 | -1 | 2 | 0.4 | 0.1 |
| CN(C[C@H](Cc1ccccc1)N(C[C@H](Cc1ccccc1)N(CCc1cc(C(F)(F)F)cc(C(F)(F)F)c1)N=O)N=O)N=O | 5.0 | 16 | 0 | 1 | 10 | -2 | -30 | 20 | -1.0 | -0.2 |
| CCOC(=O)Cc1csc(NC(=O)c2cc(-c3ccncc3)nc3ccccc23)n1 | i | 14 | -18 | x | x | -1 | -20 | -6 | 0.6 | 0.8 |
| CCOC(=O)c1c(NC(=O)OC)sc(C(=O)N(C)C)c1C | i | -20 | 11 | 5 | -15 | 1 | -1 | -4 | -0.8 | x |
| O=C1C(C=NCCCn2ccnc2)=C(O)c2ccccc21 | -0.3 | 8 | 9 | -5 | x | -10 | -2 | 9 | 2.0 | x |
| Cc1ccc(-n2cc(C(=O)c3cc(Cl)ccc3O)cc(C#N)c2=O)cc1 | -0.2 | 13 | 0 | 1 | -4 | -2 | -17 | -3 | -0.7 | x |
| O=S(=O)(/N=C(/Nc1ccccn1)c1ccccc1)c1ccccc1 | -0.3 | x | -2 | -1 | -3 | -2 | -1 | -4 | 0.7 | 1.2 |
| COC(=O)c1[nH]c2ccc(C)cc2c1NC(=O)Nc1ccccc1OC | 6.1 | 9 | 7 | 7 | 32 | -4 | -5 | -4 | -0.2 | x |
| CC1CCCCN1CC(=O)Nc1cc(S(=O)(=O)N2CCOCC2)ccc1N1CCCC1 (stereo not given) | i | -7 | -1 | 4 | 22 | -2 | 3 | 24 | 0.0 | 0.0 |
| NNC(=O)CCN(Cc1ccco1)S(=O)(=O)c1ccc(Cl)cc1 | i | -7 | 2 | 1 | -1 | 3 | 0 | -3 | -1.1 | 0.7 |
| CC(C)(C)NC(=O)Cn1nc(C(F)(F)F)c2c1CCCC2 | -1.0 | 2 | -11 | -2 | -25 | 1 | -9 | -1 | -0.6 | 0.3 |
| CC(C)CC(=O)N(Cc1ccc(F)cc1)C1CCS(=O)(=O)C1 (stereo not given) | i | -9 | -4 | 0 | -3 | 0 | 8 | -1 | 7.3 | -0.3 |

Filtered by structure: the entries above containing two or more sulfur atoms
| molecule | BH1578 lux ind | SSB-PriA inh | MazEF act | SARS 3CLpro inh | VHR inh abs | Anthrax LF prot | Rv3671c protease | Yp Topo-I inh | PfHsp40 yeast | TcdB inh |
| --- | --- | --- | --- | --- | --- | --- | --- | --- | --- | --- |
| O=C1N(S(=O)(=O)c2ccccc2F)C(=O)C2(CCCC2)N1S(=O)(=O)c1ccccc1F | -0.2 | -4 | 14 | 0 | 8 | 0 | 3 | -1 | 0.2 | x |
| COc1ccc(OC)c(-c2csc(NC(=O)Cc3cccs3)n2)c1 | 0.3 | 4 | 3 | 3 | 5 | -4 | 0 | -9 | 2.9 | -0.7 |
| Cc1ccccc1-n1c(SCC(=O)NCc2cccs2)nc2ccccc2c1=O | -0.7 | -7 | -1 | 0 | -3 | 0 | -8 | 5 | -0.3 | x |
| O=C1CSC(=S)N1N=Cc1c[nH]c2ccc(Br)cc12 | -3.0 | x | -31 | x | x | 1 | x | -20 | x | -0.4 |

Source: PubChem (several laboratories)
